Tcruzi prolif = blocks T. cruzi growth in NIH3T3 culture; AID 624255; inhibition, % at 8.34 µM; hit rate 5.9% among 77,000; T. cruzi beta-gal in NIH3T3, GalScreen luminescence, 90 h;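 active = mean inhibition above about 93%, with at least 55% of replicates each passing it, limit read from the data, passing the limit was not always enough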
C diff growth = inhibitors of Clostridium difficile growth. Clostridium difficile clinical isolate growth, OD600, 24 h; active compounds read low. hit rate 0.25% among 86,000. growth activity, negative = inhibition, % at 16 µg/mL (by protocol);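 active = mean growth activity at or below -80% and every replicate also at or below -80%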;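 also: 0% = DMSO wells and -100% = levofloxacin 16 µg/mL wells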
Pf Dd2 inh = P. falciparum Dd2 growth inhibition; SYBR Green, 72 h; active compounds read low; activity change, % at 10 µM; hit rate 2.3% among 94,000; AID 1159554; in the data active = activity change below about -80%
GASC1 inh = inhibitors of human demethylase GASC-1 KDM4C. hit rate 0.15% among 96,000. GST-KDM4C 2-372, H3K9me3 peptide, LANCE TR-FRET. AID 720574. inhibition, % at 12.5 µM. Q9H3R0;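 active = mean replicate inhibition above about 25%, with at least 55% of replicates also reaching it, limit read from the data, passing the limit was not always enough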
Target sequence (Q9H3R0 2-372 limits assumed): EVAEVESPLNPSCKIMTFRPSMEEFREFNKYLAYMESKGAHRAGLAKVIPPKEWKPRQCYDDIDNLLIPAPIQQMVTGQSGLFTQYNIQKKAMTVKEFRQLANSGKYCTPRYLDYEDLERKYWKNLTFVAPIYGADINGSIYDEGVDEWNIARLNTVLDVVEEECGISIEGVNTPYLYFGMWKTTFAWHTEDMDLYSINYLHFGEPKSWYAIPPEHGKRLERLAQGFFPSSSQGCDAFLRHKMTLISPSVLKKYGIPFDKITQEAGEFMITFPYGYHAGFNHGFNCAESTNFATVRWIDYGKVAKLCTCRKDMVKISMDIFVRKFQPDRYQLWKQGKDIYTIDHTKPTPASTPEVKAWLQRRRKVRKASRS
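System: N-terminal GST-fused human GASC-1 (KDM4C) fragment, residues 2-372; amount: enzyme final amount 10 nM; incubation: reaction 30 min RT, detection step 1 h RT; medium: HEPES buffer, pH 7.5, plus ascorbate; technique: LANCE TR-FRET, Eu antibody, ULight-streptavidin, EDTA, ex 340 nm, em 618/671 nm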
The depositor's hits bear a star; . = not tested or not shown; & = joins results of further samples.

entry	structure	Tcruzi prolif	C diff growth
1	Cc1ccc(S(=O)(=O)N(C)C[C@H]2OCCCC[C@@H](C)Oc3ccc(NC(=O)c4ccccc4)cc3C(=O)N([C@@H](C)CO)C[C@H]2C)cc1	11	.
2	Cc1noc(C)c1NC(=O)N(C)C[C@H]1OCCCC[C@H](C)Oc2ccc(NS(=O)(=O)c3c(C)noc3C)cc2C(=O)N([C@@H](C)CO)C[C@H]1C	-39	2
3	CS(=O)(=O)Nc1ccc2c(c1)[C@H]1C[C@@H](CC(=O)N3CCc4ccccc4C3)O[C@@H](CO)[C@H]1O2	.	-7
4	C[C@H]1CN([C@@H](C)CO)C(=O)c2cc(NC(=O)Nc3cccc4ccccc34)ccc2O[C@H]1CN(C)C(=O)Nc1ccc(C(F)(F)F)cc1	6	4
5	C[C@@H]1CN([C@H](C)CO)C(=O)c2cc(-c3ccc(C(=O)N(C)C)cc3)cnc2O[C@@H]1CN(C)C(=O)CN(C)C	3	-3
6	C[C@@H]1CN([C@@H](C)CO)C(=O)c2cc(NC(=O)CCN3CCOCC3)ccc2O[C@H]1CN(C)Cc1ccc(C(F)(F)F)cc1	-12	-3
7	C[C@H]1CCCCO[C@H](CN(C)C(=O)Cc2ccccc2)[C@@H](C)CN([C@@H](C)CO)C(=O)c2cc(NC(=O)c3ccncc3)ccc2O1	-5	1
8	O=C(C[C@@H]1C=C[C@H](NC(=O)c2cccc(F)c2)[C@H](CO)O1)NCCN1CCCC1	.	-1
9	CO[C@H]1CN(C)C(=O)c2cc(NC(=O)C3CCC3)ccc2OC[C@H](C)N(Cc2nccs2)C[C@H]1C	17	.
10	Cc1ccc(S(=O)(=O)N(C)C[C@@H]2Oc3ccc(NS(C)(=O)=O)cc3CC(=O)N([C@@H](C)CO)C[C@@H]2C)cc1	49	10

entry	Pf Dd2 inh	GASC1 inh
1	-65	19
2	26	1.9
3	1	-0.9
4	-91*	-3.7
5	35	0.3
6	-4	-2.4
7	-43	0.6
8	-2	0.3
9	.	-1.8
10	-66	-2.3

Following part:
entry	structure	Tcruzi prolif	C diff growth
11	O=C(c1ccccc1)N1C[C@H]2[C@@H](c3ccccc31)[C@@H](CO)N2Cc1ccccn1	0	-2
12	C[C@@H]1CN([C@@H](C)CO)C(=O)CCCn2cc(nn2)CO[C@H]1CN(C)C(=O)CCC(F)(F)F	-13&-23	-3&0
13	COc1ccc(C#Cc2ccc([C@H]3[C@@H](CO)N4C(=O)CN(C(=O)Nc5ccccc5F)C[C@@H]34)cc2)cc1	.	3
14	C[C@@H](NC(=O)C[C@H]1CC[C@H](NC(=O)c2cccnc2)[C@@H](CO)O1)c1ccccc1	24	.
15	C[C@H](CO)N1C[C@H](C)[C@H](CN(C)S(=O)(=O)c2cn(C)cn2)OCCCC[C@H](C)Oc2ccc(NC(=O)Nc3ccc4c(c3)OCO4)cc2C1=O	7	-5
16	COc1ccc2c3c([nH]c2c1)[C@@H](CO)NCC31CCN(Cc2ccc(F)cc2)CC1	.	42
17	Cc1nn(C)cc1NC(=O)C[C@@H]1CC[C@@H]2[C@@H](COc3ccc(NC(=O)C4CCC4)cc3C(=O)N2C)O1	-27	0
18	C[C@@H]1CN([C@@H](C)CO)C(=O)c2cc(-c3cccc(F)c3)cnc2O[C@H]1CN(C)Cc1cccc(F)c1	89	-5
19	CNC[C@@H]1Oc2ccc(NC(=O)Nc3ccc(OC)cc3)cc2C(=O)N([C@H](C)CO)C[C@@H]1C	29	-2
20	O=C(Nc1ccccc1)N1CCCCN2[C@@H](CO)[C@@H](c3ccc(C#CC4CC4)cc3)[C@@H]2C1	51	36

entry	Pf Dd2 inh	GASC1 inh
11	4	0.5
12	-5&-4	-3.3
13	-45	-2.2
14	-2	-0.5
15	39	0.0
16	-62	-1.4
17	-5	4.9
18	-1	-1.8
19	8	-0.1
20	-16	-0.7

Next part.
entry	structure	Tcruzi prolif	C diff growth
21	CCC(=O)Nc1ccc2c(c1)C(=O)N(C)C[C@@H](OC)[C@H](C)CN(C(=O)c1ccncc1)[C@H](C)CO2	1	.
22	CCc1cnc(N2[C@@H](C#N)[C@@H](c3ccc(C4=CCCCC4)cc3)[C@@H]2CO)s1	100*	8
23	C[C@@H]1CCCCO[C@@H](CN(C)Cc2ccncc2)[C@H](C)CN([C@H](C)CO)C(=O)c2cc(NC(=O)Nc3ccc(F)cc3)ccc2O1	55	10
24	COc1cccc(S(=O)(=O)N2CCCCN3[C@H](C2)[C@H](c2ccc(C#CCC(C)C)cc2)[C@@H]3CO)c1	92	1
25	COc1ccc(S(=O)(=O)N[C@@H]2C=C[C@@H](CC(=O)NCCc3ccccc3)O[C@@H]2CO)cc1	-52	0
26	CC(C)C(=O)Nc1ccc2c(c1)C(=O)N(C)[C@H]1CC[C@H](CC(=O)Nc3cccc(Cl)c3)O[C@@H]1CO2	19	-1
27	COc1cccc(-c2ccc([C@@H]3[C@@H](CO)N4C(=O)CN(C(=O)c5cccnc5)C[C@H]34)cc2)c1	.	11
28	C[C@@H]1CN([C@@H](C)CO)C(=O)c2cc(-c3ccc(C#N)cc3)cnc2O[C@@H]1CN(C)CC1CC1	63	3
29	O=C(Nc1cc(F)ccc1F)N1CCCCN2[C@@H](CO)[C@H](c3ccc(-c4ccncc4)cc3)[C@@H]2C1	69	6
30	CN1c2ccc(-c3ccc(F)cc3)cc2[C@H]2[C@H](CCN2C(=O)Nc2ccc(F)cc2)[C@H]1CO	7	61

entry	Pf Dd2 inh	GASC1 inh
21	22	-0.8
22	2	-0.1
23	1	0.4
24	-18	1.0
25	-5	3.4
26	-9	0.3
27	-46	1.7
28	1	4.2
29	10	-0.7
30	-3	1.3

(more compounds)
entry	structure	Tcruzi prolif	C diff growth
31	COCC#Cc1ccc2c(c1)O[C@H](CN(C)Cc1ccc(F)cc1)[C@@H](C)CN([C@@H](C)CO)S2(=O)=O	83	1
32	O=C(C[C@@H]1CC[C@@H]2[C@H](COC[C@@H](O)CN2Cc2ccc(F)cc2)O1)NCc1ccncn1	-26	-2&-2
33	CC(=O)N(C)C[C@H]1Oc2ncc(-c3ccccc3F)cc2C(=O)N([C@H](C)CO)C[C@H]1C	24	-3
34	Cc1noc(C)c1S(=O)(=O)N(C)C[C@H]1Oc2ccc(NC(=O)CCN3CCOCC3)cc2CC(=O)N([C@H](C)CO)C[C@@H]1C	.	-8
35	CCCNC(=O)C[C@H]1CC[C@H]2[C@@H](COC[C@@H](O)CN2Cc2ccncc2)O1	-20	.
36	C[C@@H]1CN([C@@H](C)CO)C(=O)c2cccc(NC(=O)c3nc4ccccc4s3)c2O[C@H]1CN(C)C(=O)Nc1ccc(F)cc1	-52	1
37	CC(=O)N1[C@@H]2Cn3c(ccc(-c4ccccc4)c3=O)[C@H]1[C@@H](C(=O)N1CCN(C)CC1)[C@@H]2CO	25	3
38	Cc1ccc(S(=O)(=O)Nc2cccc3c2O[C@H](CN(C)Cc2ccc(-c4ccccc4)cc2)[C@@H](C)CN([C@@H](C)CO)C3=O)cc1	7	21
39	C[C@@H]1CN([C@H](C)CO)C(=O)c2cc(NC(=O)Nc3ccc4c(c3)OCO4)ccc2O[C@H]1CN(C)C(=O)Nc1ccccc1	14	-8
40	Cc1ccccc1S(=O)(=O)N1CC(=O)N2[C@@H](CO)[C@H](c3ccc(C#CC4CC4)cc3)[C@@H]2C1	.	3

entry	Pf Dd2 inh	GASC1 inh
31	-57	-0.2
32	17	1.1
33	42	-0.8
34	24	5.9
35	14	5.8
36	-73	0.6
37	4	0.0
38	-4	-1.6
39	-13	0.8
40	2	-1.3

An excerpt of these results, as labelled records:
38. Cc1ccc(S(=O)(=O)Nc2cccc3c2O[C@H](CN(C)Cc2ccc(-c4ccccc4)cc2)[C@@H](C)CN([C@@H](C)CO)C3=O)cc1
  Tcruzi prolif: 7
  C diff growth: 21
  Pf Dd2 inh: -4
  GASC1 inh: -1.6
37. CC(=O)N1[C@@H]2Cn3c(ccc(-c4ccccc4)c3=O)[C@H]1[C@@H](C(=O)N1CCN(C)CC1)[C@@H]2CO
  Tcruzi prolif: 25
  C diff growth: 3
  Pf Dd2 inh: 4
  GASC1 inh: 0.0

Sorted by the number under GASC1 inh (largest number first): 3 of the compounds above.
No.	mol	C diff growth	GASC1 inh
24	COc1cccc(S(=O)(=O)N2CCCCN3[C@H](C2)[C@H](c2ccc(C#CCC(C)C)cc2)[C@@H]3CO)c1	1	1.0
29	O=C(Nc1cc(F)ccc1F)N1CCCCN2[C@@H](CO)[C@H](c3ccc(-c4ccncc4)cc3)[C@@H]2C1	6	-0.7
12	C[C@@H]1CN([C@@H](C)CO)C(=O)CCCn2cc(nn2)CO[C@H]1CN(C)C(=O)CCC(F)(F)F	-3&0	-3.3

Next part
entry	structure	Tcruzi prolif	C diff growth
41	COCC(=O)Nc1ccc2c(c1)C(=O)N(C)[C@H]1CC[C@@H](CC(=O)NCc3ccccc3Cl)O[C@H]1CO2	-10	9
42	C[C@H](CO)N1C[C@H](C)[C@H](CN(C)S(=O)(=O)c2ccc(F)cc2)Oc2c(NC(=O)C3CC3)cccc2C1=O	52	2
43	COc1cccc(-c2ccc([C@@H]3[C@@H](C#N)N(C(=O)c4ccccn4)[C@H]3CO)cc2)c1	71	7
44	O=C(C[C@H]1CC[C@H]2[C@@H](COC[C@H](O)CN2Cc2ccc(Oc3ccccc3)cc2)O1)N1CCc2ccccc2C1	43	18&2
45	Cc1ccc(S(=O)(=O)N(C)C[C@H]2Oc3c(NC(=O)c4nc5ccccc5s4)cccc3C(=O)N([C@H](C)CO)C[C@@H]2C)cc1	105	-8
46	COc1ccc(NC(=O)Nc2cccc3c2O[C@H](CN(C)C(=O)NC2CCCCC2)[C@H](C)CN([C@@H](C)CO)C3=O)cc1	28	-13
47	CCCN(C)C[C@@H]1OCCCC[C@H](C)Oc2ccc(NC(=O)NC3CCCCC3)cc2C(=O)N([C@@H](C)CO)C[C@@H]1C	33	2
48	CC(C)CC#Cc1ccc2c(c1)O[C@H](CN(C)Cc1cccc(F)c1)[C@@H](C)CN([C@H](C)CO)S2(=O)=O	72	13
49	C[C@@H]1CCCCO[C@@H](CN(C)Cc2ccc(Cl)c(Cl)c2)[C@@H](C)CN([C@H](C)CO)C(=O)c2cc(NS(=O)(=O)c3ccc(F)cc3)ccc2O1	74	4
50	CCNC(=O)C[C@@H]1CC[C@H]2[C@@H](COc3ccc(NC(=O)c4ccc5c(c4)OCO5)cc3C(=O)N2C)O1	-16	-6

entry	Pf Dd2 inh	GASC1 inh
41	-6	0.2
42	-7	.
43	-35	-2.7
44	-46	.
45	-79	-5.2
46	-48	-1.5
47	.	1.3
48	-68	-0.5
49	-25	-1.0
50	2	0.2

Following part:
entry	structure	Tcruzi prolif	C diff growth
51	C/C=C/c1ccc2c(c1)O[C@@H](CN(C)C(=O)COC)[C@@H](C)CN([C@@H](C)CO)S2(=O)=O	.	-2
52	CO[C@H]1CC[C@H]2CCN(C)C(=O)[C@@H](C)[C@H](OC)CN(C)C(=O)c3cccc(C#N)c3OC[C@@H]1O2	17	.
53	CCC(=O)N1[C@H](CO)[C@H](c2ccc(-c3cccnc3)cc2)[C@@H]1CN(C)C(C)=O	-9	-2
54	C[C@H]1CCCCO[C@H](CN(C)CC2CCCCC2)[C@@H](C)CN([C@@H](C)CO)C(=O)c2cc(NC(=O)Nc3ccc(F)cc3)ccc2O1	115*	5
55	COc1ccccc1C#Cc1ccc([C@@H]2[C@@H](CO)N(C(=O)C3CC3)[C@H]2C#N)cc1	89	-9
56	C[C@@H]1CN([C@@H](C)CO)S(=O)(=O)c2ccc(-c3cccnc3)cc2O[C@H]1CN(C)C(=O)NC1CCCC1	.	1
57	COc1ccc(NC(=O)N(C)C[C@@H]2Oc3ccc(NC(=O)c4ccncc4)cc3C(=O)N([C@@H](C)CO)C[C@H]2C)cc1	79	2
58	C[C@@H]1CCCCO[C@H](CN(C)Cc2ccc3c(c2)OCO3)[C@H](C)CN([C@H](C)CO)C(=O)c2cc(NC(=O)Cc3ccccc3)ccc2O1	68	1
59	CCC(=O)N(C)C[C@@H]1Oc2cc(C#CC3CCCC3)ccc2S(=O)(=O)N([C@@H](C)CO)C[C@H]1C	82	-25
60	Cc1noc(C)c1NC(=O)N(C)C[C@H]1OCCCC[C@@H](C)Oc2ccc(NS(=O)(=O)c3ccc(Cl)cc3)cc2C(=O)N([C@@H](C)CO)C[C@H]1C	-22	-9
61	CCC(=O)Nc1ccc2c(c1)OC[C@@H](C)N(C(=O)c1ccccc1F)C[C@H](C)[C@H](OC)CN(C)C2=O	8	2
62	CO[C@H]1CN(C)C(=O)c2cc(NS(=O)(=O)Cc3ccccc3)ccc2OC[C@@H](C)NC[C@H]1C	-19	.
63	COc1ccccc1-c1ccc([C@H]2[C@@H](CO)N(C(=O)NC(C)C)[C@H]2C#N)cc1	63	-1

entry	Pf Dd2 inh	GASC1 inh
51	7	0.3
52	2	0.8
53	-56	-1.1
54	-83*	-1.5
55	-61	-4.7
56	-3	-3.0
57	3	0.3
58	-65	-0.1
59	-63	-1.4
60	-1	1.3
61	.	2.8
62	-15	1.7
63	28	-0.6

From PubChem
